AID inhibitor: Primary qHTS assay for inhibitors of Activation Induced Cytidine Deaminase (AID): AID signal | AID 1347428, 2020 | AID deamination FRET fluorescence, UDG-coupled, 4 h | Potency, µM (highest dose often 115 µM), for the others: at the top dose activity change, negative = inhibition, hits mostly inhibitors | 91,000 compounds, 0.32% hits | Single-stranded DNA cytosine deaminase (Homo sapiens), Q9GZX7; note: nearly all actives have a fitted effect of over 25% in size
Target sequence (Q9GZX7 whole entry, looked up): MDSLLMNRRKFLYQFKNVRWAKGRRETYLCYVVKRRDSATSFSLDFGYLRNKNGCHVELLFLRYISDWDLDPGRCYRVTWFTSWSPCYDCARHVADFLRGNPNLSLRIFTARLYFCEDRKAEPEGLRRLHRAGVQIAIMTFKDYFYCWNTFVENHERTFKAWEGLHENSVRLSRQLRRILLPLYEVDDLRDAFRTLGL
UDG counter: Primary qHTS assay for inhibitors of Activation Induced Cytidine Deaminase (AID): UDG Counterscreen signal; Uracil-DNA glycosylase; 91,000 compounds, 0.14% hits; Potency, µM (highest dose often 115 µM), without a hit: at the top dose activity change, negative = inhibition, most hits filed as inhibitors; FRET deamination/UDG coupled assay, UDG read, 4 h; note: nearly all actives have a fitted effect of over 65% in size
Active calls of the source: *; ? = inconclusive; [ ] = another dose, or the depositor's remark. Calls come from the whole dose curve; as a rule, active = well fitted curve in the direction sought with a large enough effect; inconclusive = small, poorly fitted or top-dose-only effect, or another doubt; inactive = no such curve, though single readings can be large; an effect the other way counts as inactive or inconclusive. % is set by controls: 0 for no effect and ±100 for the full control effect; potency is the fitted concentration of half-maximal effect. A portion of the library; count on the stated rates, not on these rows.

SMILES	AID inhibitor	UDG counter
N#C/C(=C/c1ccc(O)c(Br)c1)C(=O)Nc1ccccc1C(F)(F)F	-15%	2%
COCCn1cnnc1SCCOc1ccc(Cl)cc1	2%	1%
COC(=O)c1c(C)[nH]c(-c2ccccc2F)c1C1C(=O)Nc2ccccc21 (stereo not drawn)	-9%	-4%
COc1ccccc1OCc1nc(C#N)c(NCc2ccc(C)cc2)o1	13%	-2%
Cc1ccc(S(=O)(=O)C(CC(=O)c2ccccc2)c2ccc(Cl)cc2)cc1 (stereo not drawn)	-7%	-10%
CN(C)C(=O)c1cccc(NC(=O)/C=C/c2ccccc2)c1	7%	-3%
COCCn1c(SC(C)C(=O)c2ccc(OC)cc2)nnc1-c1ccc(Cl)cc1 (stereo not drawn)	-6%	11%
COc1ccccc1NC(=O)c1sc2cccc(Cl)c2c1Cl	13%	-11%[57.5 µM]
CN(C)C(=O)c1cc(F)cc(F)c1	-1%	-2%
O=C(O)CNS(=O)(=O)c1ccc(I)cc1	6%	3%
Cc1cccc(C(=O)/C=C\N(C)C)c1	-4%	1%
N#Cc1cccnc1NCCC12CC3CC(CC(C3)C1)C2	-8%	-4%
O=C(CCS(=O)(=O)c1nc(-c2ccc3c(c2)OCO3)cc(C(F)(F)F)n1)Nc1ccc(F)cc1F	4%	-5%
CCc1ccccc1NC(=O)N1CCc2cc(OC)c(OC)cc2C1CC(=O)OC (stereo not drawn)	-14%	-3%
Cc1ccc(-c2nn(CC(=O)NC3CCCCC3)c3c2cnc2ccc(F)cc23)cc1C	25%	6%
CC(C)(CO)Cc1cc(C(C)(C)C)c(O)c(C(C)(C)C)c1	-19%	-17%
Cc1ccc2onc(CC(=O)N3CCN(c4ccccc4)CC3)c2c1	-25%	-3%
Cc1nc2cc(-c3cccc(F)c3)nn2c(C)c1CCC(=O)NC(C)c1ccccc1 (stereo not drawn)	?	-4%
COC(=O)c1ccc(OCC(=O)c2ccc3c(c2)OCO3)c(OC)c1	6%	8%
CCOc1ccc(CNC(=O)c2cnc(SC)nc2C)cc1	4%	-12%[57.5 µM]
O=C(Nc1ccc(O)c(-c2nc3ccccc3o2)c1)c1ccc(-c2cccc(Cl)c2)o1	27%[57.5 µM]	1%[57.5 µM]
CCc1c(C(=O)NC(C)c2ccc(OC)c(OC)c2)csc1C (stereo not drawn)	-7%	-3%
NC(Cc1ccccc1)c1nnc(SCc2ccccc2)o1 (stereo not drawn)	71%[activator]	-2%
COc1ccc(NC(=O)c2c(NCc3cccs3)sc3c2CCCC3)cc1	14%	2%
Cc1cc(C(=O)OC(C)C(=O)Nc2ccc(F)cc2Cl)c(C)o1 (stereo not drawn)	0%	-12%
(more compounds)
SMILES	AID inhibitor	UDG counter
CN(C(=O)CCc1ncc(-c2ccc(Cl)cc2)o1)C1C2CC3CC(C2)CC1C3 (stereo not drawn)	-4%	0%
Fc1ccccc1NC(=S)NCCC(c1ccccc1)c1ccccc1	-17%	-4%
O=C(c1ccc(F)cc1)c1cn(Cc2ccccc2)c2cc3c(cc2c1=O)OCO3	?	-15%
O=C(Nc1sc2c(c1C(=O)Nc1ccccc1Cl)CCCC2)c1ccccc1F	-4%	-1%
COc1ccc(NC(=O)CCc2c[nH]c3ccccc23)cc1OC	8%	4%
COc1ccc(S(=O)(=O)N(CC(=O)N2CCC(C)CC2)c2ccc(C)cc2)cc1	-21%	-13%
O=C(Nc1ccccc1-c1ccccc1)c1ccccc1C(F)(F)F	-3%	-9%
CCCN(CCC)CCCNC(=O)C1CCCN(Cc2nc(-c3ccc(Cl)cc3)oc2C)C1 (stereo not drawn)	-13%	?
CC(=O)c1c(C)oc2c1cc(NS(=O)(=O)c1c(C)cc(C)cc1C)c1ccccc12	19%	-1%
COC(=O)Cn1c(Br)nc2c1c(=O)n(C)c(=O)n2C	-1%	2%
CCc1ccc(N2C(=O)c3c(C(=O)OC)ncn3CC2(C)C(=O)NC2CCCCCC2)cc1 (stereo not drawn)	-10%	-2%
CCOc1ccc(C2c3c(-c4ccccc4O)n[nH]c3C(=O)N2Cc2ccncc2)cc1 (stereo not drawn)	-25%	2%
Cc1ccc(C(C)(C)C)c(OCC(=O)NCCc2nc3ccccc3[nH]2)c1	3%	33%[activator]
CCOc1ccccc1N1CC(c2nc3ccccc3n2CCOc2ccccc2OC)CC1=O (stereo not drawn)	2%	-14%
CCOC(=O)c1ccc(N2CCN(c3ccc(F)cc3)CC2)c(NC(=O)Nc2ccc(CC)cc2)c1	2%	1%[57.5 µM]
CCCS(=O)(=O)c1c(S(=O)(=O)CCC)c2cc(C(C)(C)C)ccn2c1C(=O)c1ccc(OC)c(OC)c1	?	-12%
CCOc1ccc(CNC(=O)c2cnc3sc(N(CC)CC)nn3c2=O)cc1	-22%	-2%
Cc1ccc2occ(-c3cc(-c4ccccc4)nc4c3COc3ccccc3-4)c(=O)c2c1	24%	9%
O=C(Cn1ccc2cc(Cl)ccc21)Nc1ccc2c(c1)OCO2	-16%	-3%
CCCCCCCCOc1ccc(C(=O)Oc2ccc(C#N)cc2)cc1	-3%	-2%
Fc1ccc(CNCc2cccc3ccccc23)cc1	-8%	-2%
COc1ccc(N(C(=O)c2cccc(C)c2)S(=O)(=O)c2ccc(C)cc2)cc1	17%[57.5 µM]	6%[57.5 µM]
CN(C)S(=O)(=O)c1ccc(-c2nc(C#N)c(NCCCn3ccnc3)o2)cc1	-2%	-7%
c1ccc(C(=NN=C2CCCCCC2)c2ccccc2)cc1	-5%	-9%
O=C(Nc1ccc(F)c(F)c1)c1cc(S(=O)(=O)NC2CCCCCC2)ccc1F	4%	-7%

No new results follow: entries from further up.
SMILES	AID inhibitor	UDG counter
O=C(Nc1ccc(O)c(-c2nc3ccccc3o2)c1)c1ccc(-c2cccc(Cl)c2)o1	27%[57.5 µM]	1%[57.5 µM]
CCc1c(C(=O)NC(C)c2ccc(OC)c(OC)c2)csc1C (stereo not drawn)	-7%	-3%
NC(Cc1ccccc1)c1nnc(SCc2ccccc2)o1 (stereo not drawn)	71%[activator]	-2%
COc1ccc(NC(=O)c2c(NCc3cccs3)sc3c2CCCC3)cc1	14%	2%
Cc1cc(C(=O)OC(C)C(=O)Nc2ccc(F)cc2Cl)c(C)o1 (stereo not drawn)	0%	-12%
CN(C(=O)CCc1ncc(-c2ccc(Cl)cc2)o1)C1C2CC3CC(C2)CC1C3 (stereo not drawn)	-4%	0%
Fc1ccccc1NC(=S)NCCC(c1ccccc1)c1ccccc1	-17%	-4%
O=C(c1ccc(F)cc1)c1cn(Cc2ccccc2)c2cc3c(cc2c1=O)OCO3	?	-15%
O=C(Nc1sc2c(c1C(=O)Nc1ccccc1Cl)CCCC2)c1ccccc1F	-4%	-1%
COc1ccc(NC(=O)CCc2c[nH]c3ccccc23)cc1OC	8%	4%
COc1ccc(S(=O)(=O)N(CC(=O)N2CCC(C)CC2)c2ccc(C)cc2)cc1	-21%	-13%
O=C(Nc1ccccc1-c1ccccc1)c1ccccc1C(F)(F)F	-3%	-9%
CCCN(CCC)CCCNC(=O)C1CCCN(Cc2nc(-c3ccc(Cl)cc3)oc2C)C1 (stereo not drawn)	-13%	?
CC(=O)c1c(C)oc2c1cc(NS(=O)(=O)c1c(C)cc(C)cc1C)c1ccccc12	19%	-1%
COC(=O)Cn1c(Br)nc2c1c(=O)n(C)c(=O)n2C	-1%	2%
CCc1ccc(N2C(=O)c3c(C(=O)OC)ncn3CC2(C)C(=O)NC2CCCCCC2)cc1 (stereo not drawn)	-10%	-2%
CCOc1ccc(C2c3c(-c4ccccc4O)n[nH]c3C(=O)N2Cc2ccncc2)cc1 (stereo not drawn)	-25%	2%
Cc1ccc(C(C)(C)C)c(OCC(=O)NCCc2nc3ccccc3[nH]2)c1	3%	33%[activator]
CCOc1ccccc1N1CC(c2nc3ccccc3n2CCOc2ccccc2OC)CC1=O (stereo not drawn)	2%	-14%
CCOC(=O)c1ccc(N2CCN(c3ccc(F)cc3)CC2)c(NC(=O)Nc2ccc(CC)cc2)c1	2%	1%[57.5 µM]
CCCS(=O)(=O)c1c(S(=O)(=O)CCC)c2cc(C(C)(C)C)ccn2c1C(=O)c1ccc(OC)c(OC)c1	?	-12%
CCOc1ccc(CNC(=O)c2cnc3sc(N(CC)CC)nn3c2=O)cc1	-22%	-2%
Cc1ccc2occ(-c3cc(-c4ccccc4)nc4c3COc3ccccc3-4)c(=O)c2c1	24%	9%
O=C(Cn1ccc2cc(Cl)ccc21)Nc1ccc2c(c1)OCO2	-16%	-3%
CCCCCCCCOc1ccc(C(=O)Oc2ccc(C#N)cc2)cc1	-3%	-2%
Fc1ccc(CNCc2cccc3ccccc23)cc1	-8%	-2%
COc1ccc(N(C(=O)c2cccc(C)c2)S(=O)(=O)c2ccc(C)cc2)cc1	17%[57.5 µM]	6%[57.5 µM]

New compounds follow:
SMILES	AID inhibitor	UDG counter
O=C(NCc1ccccc1)c1ccc(CSCc2ccccc2Cl)o1	-30%	-10%
O=C(CSc1nnc(-c2ccccc2)n1-c1ccc(Cl)cc1)Nc1ccc2cn[nH]c2c1	3%	2%
COc1cc(-c2noc(-c3ccc(N4CCOCC4)c([N+](=O)[O-])c3)n2)cc(OC)c1OC	-2%	-7%
CCc1cc2c(Sc3ccc(C(F)(F)F)cn3)ncnc2s1	-17%	-4%
CCc1ccc(S(=O)(=O)c2cn(C)c3cc(N4CCCC4)c(F)cc3c2=O)cc1	1%	20%
CN(C)c1ccc(CNc2nc(-c3ccco3)nn2S(=O)(=O)c2ccc(Cl)cc2)cc1	7%	-3%
Cc1ccc(C)c(C(=O)COC(=O)c2ccc(C(=O)c3ccccc3)cc2)c1	-5%	-9%
Cc1ccc(C)c(NC(=O)Cn2ncc3c([nH]c4ccccc43)c2=O)c1	6%	-9%[57.5 µM]
Cc1cc(F)ccc1NC1(c2ccccc2)C(=O)c2ccccc2C1=O	29%	8%
O=S(=O)(Nc1nc2ccccc2nc1Nc1cccc(Br)c1)c1ccc(F)cc1	-2%	0%
CN(C)c1ccc(C=O)s1	5%	2%
CC(C)[C@H](NC(=O)OCc1ccccc1)C(=O)OCc1ccccc1	1%	0%
COc1ccc(C(=O)N2CCN(c3oc(-c4cccs4)nc3C#N)CC2)cc1	-10%	-4%
N#Cc1ccccc1Cn1cnc2nc3c(cc2c1=O)CCCC3	97%[activator]	-8%
COc1cc2c(cc1OC)C(COc1ccc3c(C)cc(=O)oc3c1)N(C(=O)c1cccc(OC)c1OC)CC2 (stereo not drawn)	-19%	-7%
CC(C)(CNC(=S)Nc1ccc(SC(F)F)cc1)N1CCCCC1	-21%	-12%
CCCCN(CCCC)CCNC(=O)Cn1nc(CC)n2c(cc3sccc32)c1=O	-10%	15%
Cc1cc(N2CCCCCC2)n2nc(Cc3ccccc3)nc2n1	-16%	5%
CCCCc1ccc(-n2nc3cc(Cl)c(NC(=O)c4ccc(OC)cc4)cc3n2)cc1	112%[activator]	10%
CN(C)c1ccc(CNC(=O)C2CCN(S(=O)(=O)c3ccc4c(ccn4C)c3)CC2)cc1	11%	15%
Cc1cc2oc(=O)cc(CN3CCCCCCC3)c2cc1C	-3%	9%
Cc1ccc(OCC(=O)N2CCC(NC(=O)c3ccccc3)CC2)c(C)c1	-2%	4%
CC(=O)NC1C(=O)N(CCOc2ccccc2)c2ccc(C)cc21 (stereo not drawn)	-8%	-12%
CCOc1ccc(-c2nc(SCC(=O)c3ccccc3)n[nH]2)cc1	2%	2%
COc1ccc2c(c1)/C(=N/OC(=O)c1cc(SC)ccc1Cl)CCC2	3%	-8%
More entries follow:
SMILES	AID inhibitor	UDG counter
COc1ccc(C(=O)Nc2c(C(=O)c3ccc(F)cc3)oc3ccccc23)cc1	-3%	10%
Cn1c(=O)c2c(c3ccccc31)OC(=O)CC2c1ccc(C(F)(F)F)cc1 (stereo not drawn)	-5%	3%
CC1CCCC/C1=N\NC(=O)CCC(=O)Nc1ccc(Br)cc1 (stereo not drawn)	-1%	-2%
Cc1ccc(OC(C)C(=O)NCC2(N3CCOCC3)CCCCC2)cc1C (stereo not drawn)	-12%	-8%[57.5 µM]
O=C1CCSc2ccc(C(=O)NNC(=S)NCc3ccccc3)cc2N1	-3%	-7%
CCOC(=O)Cc1ccc(NC(=O)NCc2ccc3c(c2)CCN3C(=O)CC)cc1	83%[activator]	23%
CCCCN(CCCNC(=O)CN1N=C(c2ccccc2)CCC1=O)c1ccccc1	0%	-12%[57.5 µM]
CCCN1CCN(CCNC(=O)Nc2ccc(OC)cc2OC)CC1	4%	-7%
CCN(C(=O)CCc1ccccc1)C1CC(=O)NC1=O (stereo not drawn)	3%	7%
COc1cccc(C(=O)NCC(c2ccc(N(C)C)cc2)N2CCc3ccccc32)c1OC (stereo not drawn)	?	0%
CCc1cccc(C)c1NC(=O)Cn1ccn(-c2cccc(OC)c2)c(=O)c1=O	-9%	3%[57.5 µM]
Cn1c(=O)n(C/C=C/c2ccccc2)c(=O)c2c1nc1n2CCN1c1ccc(F)cc1	5%	-3%
CCOC(=O)c1cc(-c2ccccc2)n(CC(=O)NCc2ccccc2)c1C	-9%	17%
CN(Cc1cccc(C(F)(F)F)c1)C1CCN(C(=O)c2cncc(Br)c2)CC1	4%	20%
COC(=O)c1ccc(NC(=O)CSc2n[nH]c(-c3ccccc3)n2)cc1	6%	6%
Cn1c(COc2ccccc2Cl)n[nH]c1=S	-3%	2%
O=C(COC(=O)C1COc2ccccc2O1)NC(=O)NC1CCCCC1 (stereo not drawn)	-7%	1%
CCc1cccc2c(C(=O)C(F)(F)F)cn(CCOc3ccccc3F)c12	-13%	-11%

Arranged by value in AID inhibitor (lowest first): three from the list above
canonical_smiles,AID inhibitor
CCc1cccc(C)c1NC(=O)Cn1ccn(-c2cccc(OC)c2)c(=O)c1=O,-9%
O=C(COC(=O)C1COc2ccccc2O1)NC(=O)NC1CCCCC1 (stereo not drawn),-7%
CC1CCCC/C1=N\NC(=O)CCC(=O)Nc1ccc(Br)cc1 (stereo not drawn),-1%

From PubChem
